# PI5P4Ka inh – blocks human PI5P4K alpha kinase activity; P48426; 330,000 tested, 1.2% active; PI5P4Kalpha enzyme, ADP-Glo luminescence, 60 min; hits give low values; max response, %; active means max response of -50% or lower; inconclusive means between -30% and -50%; inactive means -30% or higher; further: value at the top dose of about 77 µM; on the % scale 0 is the no-effect control and ±100 the full control effect
#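 Reactions run in 0.038 M HEPES pH 7.4, 0.28 mM EGTA, 0.1% CHAPS and 5% DMSO, with PI5P4Kalpha, substrate, compound and 5 microM ATP final, one hour at room temperature. Readout is ADP-Glo luminescence.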
# WRN helicase inh – WRN helicase (human) inhibition. 360,000 tested, 0.46% active. Q14191. Potency, µM (titrated, usually from 114 µM), for inactives: top-dose activity change, negative = inhibition, most hits filed as inhibitors. WRN helicase unwinding, fluorescent forked duplex, kinetic; further: potency means the concentration at half of the fitted maximal effect; on the % scale 0 is the no-effect control and ±100 the full control effect; nearly all actives have a fitted effect of over 55% in size
#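 Screening of the MLSMR collection measured strand separation of a quenched forked DNA duplex (100 nM) by 20 nM WRN with 2 mM ATP, all final. Compounds were preincubated with enzyme 15 min at room temperature.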
# IL-2 act – activates IL-2 in a cell-based reporter assay; activation, % (series mostly up to about 46 µM); IL-2 activation reporter assay, cell-based qHTS; stimulated with anti-CD3/CD4/CD28 beads; in transgenic mouse T cells; 360,000 tested, 0.065% active; in the data active means activation above about 50%; inconclusive means mostly about 30% to 49%; further: 0% is about no effect
#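 Unstimulated transgenic mouse T cells preincubated 60 min with compound, then stimulated with anti-CD3/anti-CD4-coated beads plus anti-CD28 for 18 h at 37 degrees C. IL-2 response read as EGFP and DsRed fluorescence by plate cytometry.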
# Abeta yeast res – restores growth of yeast expressing A-beta42 peptide; yeast expressing A-beta42, growth rescue, OD600, 48 h; response scale: 0% DMSO, 100% iron-clioquinol control; Potency, µM (doses to about 46.1 µM), for the others: top-dose growth rescue, hits mostly activators; 410,000 tested, 0.063% active; further: potency means the concentration at half of the fitted maximal effect; nearly all actives have a fitted effect of over 55% in size
#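 Growth rescue measured by 600 nm absorbance after 48 h yeast culture at 30 C with compound. Values normalized between DMSO and an equimolar ferric chloride plus clioquinol control.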
# EPAC1 ag – EPAC1 (human) agonism; O95398; EPAC1 agonist qHTS, biochemical assay; response scale: 100% = response to 6.5 mM cAMP; Potency, µM (top dose mostly 154 µM), inactives show at the highest dose activation, most hits filed as activators; 360,000 tested, 0.073% active; AID 720707; further: potency means the concentration at half of the fitted maximal effect; nearly all actives have a fitted effect of over 60% in size
# Target sequence (O95398 whole entry, looked up): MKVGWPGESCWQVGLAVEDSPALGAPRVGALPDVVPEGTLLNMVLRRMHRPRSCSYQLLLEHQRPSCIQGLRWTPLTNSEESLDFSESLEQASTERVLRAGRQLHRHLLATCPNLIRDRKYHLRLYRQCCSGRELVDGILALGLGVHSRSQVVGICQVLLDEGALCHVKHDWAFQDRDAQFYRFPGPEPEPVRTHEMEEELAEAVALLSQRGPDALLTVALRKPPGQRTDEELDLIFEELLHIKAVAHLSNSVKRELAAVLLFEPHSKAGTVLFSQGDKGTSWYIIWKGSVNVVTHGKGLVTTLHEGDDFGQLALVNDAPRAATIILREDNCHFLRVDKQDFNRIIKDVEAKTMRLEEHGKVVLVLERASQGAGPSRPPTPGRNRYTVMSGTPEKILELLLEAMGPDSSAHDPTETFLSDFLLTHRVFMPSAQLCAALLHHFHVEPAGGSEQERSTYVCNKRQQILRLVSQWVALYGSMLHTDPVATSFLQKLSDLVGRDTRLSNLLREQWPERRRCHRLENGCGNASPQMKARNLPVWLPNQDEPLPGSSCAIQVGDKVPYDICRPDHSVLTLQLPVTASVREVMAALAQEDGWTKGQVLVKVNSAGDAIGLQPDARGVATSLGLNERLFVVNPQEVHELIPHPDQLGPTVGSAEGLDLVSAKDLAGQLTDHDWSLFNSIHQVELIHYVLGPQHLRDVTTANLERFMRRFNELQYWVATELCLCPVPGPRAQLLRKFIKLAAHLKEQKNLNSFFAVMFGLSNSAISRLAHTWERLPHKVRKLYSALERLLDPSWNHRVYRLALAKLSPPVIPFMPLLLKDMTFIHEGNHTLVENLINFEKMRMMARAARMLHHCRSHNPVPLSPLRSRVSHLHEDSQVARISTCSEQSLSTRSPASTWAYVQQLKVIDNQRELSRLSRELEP
#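 Nucleotide exchange by EPAC1 (100 nM) on Rap1B–BODIPY-GDP (250 nM) in the presence of 50 uM GDP is tracked fluorescently at 480/540 nm over 30 min. Signals are normalized to a 6.5 mM cAMP control.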
# aSyn rescue – inhibitors of alpha-synuclein toxicity in yeast | Yeast expressing alpha-synuclein, growth rescue, BacTiter-Glo, 24 h | Potency, µM (highest dose often 46.1 µM), without a hit: at the highest dose growth rescue (activation), most hits filed as activators | 370,000 tested, 0.14% active | AID 652106; further: potency means the concentration at half of the fitted maximal effect; % of control where 0% means no effect; nearly all actives have a fitted effect of over 65% in size
#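 Galactose-induced alpha-syn yeast (OD600=0.02, raffinose-pregrown) + pinned cpd, 24 hr, 30 deg C; growth by BacTiter-Glo luminescence. Growth restoration scores as activation.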
# FUS suppressor – FUS proteinopathy suppression in yeast; 390,000 tested, 0.24% active; Potency, µM (top dose mostly 76.6 µM), for inactives: at the top dose growth rescue (activation), usual class: activators; S. cerevisiae FUS-expressing, growth rescue, OD600, 24 h;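 further: potency means the concentration at half of the fitted maximal effect; plate controls were DMSO vehicle for no effect and reference control for full effect; nearly all actives have a fitted effect of over 55% in size; some results filed as inactive show a strong effect at the top dose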
#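 Toxicity suppression screen in FUS-yeast. Cells induced with 2% galactose, starting OD 0.005, treated 24hr at 30C with compounds at multiple final concentrations; growth by OD600.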
# EPAC1 antag – antagonists of human EPAC1 | Potency, µM (highest dose often 115 µM), without a hit: at the top dose activity change, negative = inhibition, actives largely listed as inhibitors | AID 720709 | 360,000 tested, 0.14% active | O95398 | EPAC1 GEF assay, Rap1b-BODIPY-GDP exchange fluorescence;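 further: potency means the concentration at half of the fitted maximal effect; plate controls were vehicle for no effect and positive control for full effect; nearly all actives have a fitted effect of over 50% in size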
# PLK1 PBD block – blocks phosphopeptide binding to human PLK1 polo-box domain | P53350 | Plk1 PBD binding of FITC phosphopeptide, fluorescence polarization | Potency, µM, without a hit: max response, negative = inhibition, hits mostly inhibitors | 360,000 tested, 2.8% active; further: potency means the concentration at half of the fitted maximal effect; series mostly up to about 57 µM; on the % scale 0 is the no-effect control and ±100 the full control effect; nearly all actives have a fitted effect of over 65% in size
# * marks the source's active call; other numbers are inactive results; ? = inconclusive; nt = not tested or not shown; [ ] = remark or other dose. Unless noted, the call rests on the fitted dose curve; in most records, active means well fitted curve in the direction sought with a large enough effect; inconclusive means small, poorly fitted or top-dose-only effect, or another doubt; inactive means no such curve, though single readings can be large; an effect the other way counts as inactive or inconclusive. Rows are unselected; 4.1% or so of the library scored in one or more.
# Order of values: PI5P4Ka inh | WRN helicase inh | IL-2 act | Abeta yeast res | EPAC1 ag | aSyn rescue | FUS suppressor | EPAC1 antag | PLK1 PBD block
Cc1ccccc1COC[C@H](CC(C)C)N1CCN(C(=O)c2cccc(C(F)(F)F)c2)CCC1=O
→ 8 | -9% | -0.5 | 1% | -11% | 27% | ? | -29% | -5%
Cc1ccc(C(=O)CSc2nnc(COc3ccc(C#N)cc3)n2-c2ccccc2)cc1
→ -20 | 8% | -0.9 | 6% | -12% | -6% | -4% | 2% | 1%
O=C(CSc1nc2c(c(=O)n1-c1ccc(Br)cc1)SCC2)NCc1ccco1
→ nt | -6% | 1.8 | 13% | 4% | 1% | 28% | 14% | -10%
COc1ccccc1OCCOCCOc1ccc(C)cc1Br
→ 1 | -7% | -0.4 | 8% | 6% | -4% | nt | -10% | -6%
COc1ccccc1-c1cc2nc(NCCc3ccc(S(N)(=O)=O)cc3)ccn2n1
→ -3 | 4% | 0.7 | 22% | -4% | -6% | 16% | 1% | -2%
Cn1c(C(=O)Nc2ccccc2)cc2sccc21
→ 0 | -6% | -0.9 | -3% | 8% | 6% | 21% | -5% | -18%
CC(=O)OCCNc1cc(N2CCN(C)CC2)c2noc3c2c1C(=O)c1ccccc1-3
→ -6 | -29% | 0.4 | -15% | 2% | -8% | 7% | -10% | 20%
CNC(=O)c1c(NC(=O)c2ccc3ncsc3c2)sc(C)c1C
→ -9 | -15% | -0.5 | 10% | 23% | -5% | 24% | -5% | -7%
CCC1(CC)Cc2ccccc2-c2nc3ccccc3c(=O)n21
→ 13 | -5% | -0.8 | -31% | 13% | -5% | 27% | 15% | -7%
Cc1ccc(S(=O)(=O)N/N=C\c2ccc([N+](=O)[O-])o2)cc1C
→ 2 | 4% | -1.6 | 3% | 7% | 2% | 7% | -24% | -12%
CCCCNC(=O)c1nc(-c2cccnc2)oc1-c1ccc(OC(F)(F)F)cc1
→ 7 | -5% | 0.8 | -8% | 6% | -1% | -1% | -24% | 1%
COc1ccc(C(=O)NCCN2CCOCC2)cc1S(=O)(=O)Nc1ccc(C)cc1
→ 0 | 6% | 0.7 | 5% | -11% | -4% | -13% | -10% | -12%
O=C(COc1ccc(Br)cc1)NC(=S)Nc1ccccc1N1CCOCC1
→ 10 | -27% | -4.9 | 2% | 7% | 5% | nt | -25% | -1%
O=C(O)c1ccccc1C(=O)Nc1c(-c2ccccc2)nc2ccccn12
→ 3 | -1% | 0.0 | -7% | 0% | -22% | -21% | -1% | -3%
CC(=O)C(Sc1ccc2nnc(-c3cccnc3)n2n1)C(C)=O
→ -6 | -1% | -0.6 | -9% | -11% | 12% | 7% | 4% | -24%
CN(C1CCCCC1)C(CNS(=O)(=O)c1ccc(Cl)cc1)c1ccccc1 (stereo not drawn)
→ -1 | 3%[57.1 µM] | -1.6 | 4% | -1% | 6% | 5% | 16% | 0%
COc1cc(Nc2ccc(C(=O)O)cc2[N+](=O)[O-])cc(OC)c1
→ ? | -6% | 0.0 | 5% | 4% | 4% | 13% | -6% | -5%
C=CCC(O)(CC=C)CNC(=O)c1ccc(OC)c(OC2CCN(C(C)=O)CC2)c1
→ -4 | 11% | 1.1 | 10% | 10% | -3% | -19% | 16% | 3%
CCN(CCCNC(=O)CC(C(=O)N1CCc2ccccc21)n1ccnc1)c1ccccc1 (stereo not drawn)
→ nt | 11% | -1.7 | -6% | 7% | 0% | 21% | -10% | -8%
O=C(Nc1cccc2c1CCCC2)c1cccc(F)c1
→ -1 | -28% | 3.6 | 9% | -7% | 16% | -1% | -2% | -9%
CSCCC(NC(=O)c1cccc(C)c1)C(=O)OCC(=O)Nc1c(C)nn(-c2ccccc2)c1C (stereo not drawn)
→ -1 | -9% | -2.8 | -6% | -3% | 4% | 37% | -10% | -5%
C=CCN(C(=O)c1csnn1)C(C(=O)NC1CCCC1)c1ccccc1 (stereo not drawn)
→ -2 | 10% | 0.1 | 13% | -2% | 6% | -2% | 14% | -1%
O=C(c1scc2c1CCCC2)N1CCCCC1
→ -1 | 8% | -2.4 | -1% | -3% | -4% | -3% | 13% | -14%
O=C(Cn1cnc2scc(-c3ccc(Br)cc3)c2c1=O)N1CCOCC1
→ 1 | -5% | 0.3 | -16% | 11% | -2% | 15% | 4% | -10%
C=CCn1c2ccccc2c(=O)c2cc(C#CC[C@@H](C)O)ccc21
→ -8 | -7% | -0.5 | -9% | -2% | 12% | -9% | -14% | -20%
CCOC(=O)c1ccc(NC(=O)CNNC(=O)COc2ccccc2C)cc1
→ 19 | -2% | -0.4 | 7% | 0% | 7% | 25% | -14% | -5%
CCCC(NC(=S)NCC1CCCO1)C12CC3CC(CC(C3)C1)C2 (stereo not drawn)
→ 0 | 0% | -2.2 | 30% | 9% | 23% | 2% | -3% | -11%
Cn1c(O)c(N=NC(=N)N)c2ccccc21
→ -2 | -10% | -0.2 | -32% | 9% | -4% | 9% | -2% | 1%
COc1ccc(Nc2cc3n(c(=O)n2)CCc2cc(OC)c(OC)cc2-3)c(C)c1
→ -21 | -33% | -2.7 | -4% | 8% | -2% | -8% | -16% | -10%
CCOC(=O)C1CCN(C(=O)c2cc3ccccc3oc2=O)CC1
→ -2 | -1% | 1.3 | 12% | 2% | -2% | -4% | -12% | -17%
Nc1ccccc1C(=O)Nc1cccc(C(=O)O)c1
→ nt | -11% | 2.9 | 1% | 4% | 0% | -6% | -11% | -6%
CCOc1ccc(C=NC23CN4CN(CN(C4)C2)C3)cc1
→ 6 | -5% | 3.7 | -11% | 2% | 0% | ? | -29% | -3%
Clc1ccccc1OCCn1nnc2ccccc21
→ 6 | -3% | -0.7 | 17% | 3% | 11% | 6% | -14% | -4%
COc1ccccc1CC(=O)Nc1ccc(F)cc1F
→ 0 | 8% | -0.1 | -3% | -5% | 9% | 5% | -3% | -2%
CCC(O)(C(=O)Nc1ccccc1C(F)(F)F)c1ccccc1OC (stereo not drawn)
→ 5 | -8% | 0.2 | 3% | 1% | 0% | -6% | -6% | -6%
COc1ccc(CCNS(=O)(=O)c2ccc(S(=O)(=O)N3CCCC3)cc2)cc1OC
→ nt | -14%[57.1 µM] | -0.8 | -1% | -1% | 1% | 13% | 0% | 2%
Cc1ccc(NC(=O)CN2c3cccc4cccc(c34)S2(=O)=O)cc1
→ -10 | -4% | -2.4 | -15% | 8% | 7% | nt | 2% | -8%
CSCCC(NC(=O)c1ccccc1)C(=O)OCC(=O)c1ccc[nH]1 (stereo not drawn)
→ -19 | 12% | -3.8 | 7% | 7% | -14% | 23% | -3% | -10%
O=C(COC(=O)c1ccc([N+](=O)[O-])o1)Nc1cccc(S(=O)(=O)N2CCOCC2)c1
→ -7 | 6% | -2.6 | -19% | -1% | 2% | 22% | -3% | -5%
CCOc1ccc2ccccc2c1CNCCN1CCOCC1
→ nt | 7% | 1.5 | -19% | -2% | -2% | 37% | 7% | -6%
CCN1C(=O)/C(=C/N(C(C)=O)c2ccccc2)N(c2ccccc2)C1=S
→ 0 | -9% | 0.4 | 15% | -5% | 1% | 15% | 16% | -17%
CN(C)S(=O)(=O)c1ccc(C(=O)Nc2ccc3nc(N4CCOCC4)sc3c2)cc1
→ 5 | -5% | 4.5 | 1% | -4% | 0% | nt | -4% | -2%
CCCCNC(=O)C1C2C=CC(C2)C1C(=O)O (stereo not drawn)
→ 1 | ? | -0.7 | -7% | 10% | -11% | -3% | -17% | -4%

# Compounds shown so far with four or more nitrogen atoms:
# Order of values: PI5P4Ka inh | WRN helicase inh | IL-2 act | Abeta yeast res | EPAC1 ag | aSyn rescue | FUS suppressor | EPAC1 antag | PLK1 PBD block
Cc1ccc(C(=O)CSc2nnc(COc3ccc(C#N)cc3)n2-c2ccccc2)cc1
→ -20 | 8% | -0.9 | 6% | -12% | -6% | -4% | 2% | 1%
COc1ccccc1-c1cc2nc(NCCc3ccc(S(N)(=O)=O)cc3)ccn2n1
→ -3 | 4% | 0.7 | 22% | -4% | -6% | 16% | 1% | -2%
CC(=O)OCCNc1cc(N2CCN(C)CC2)c2noc3c2c1C(=O)c1ccccc1-3
→ -6 | -29% | 0.4 | -15% | 2% | -8% | 7% | -10% | 20%
CC(=O)C(Sc1ccc2nnc(-c3cccnc3)n2n1)C(C)=O
→ -6 | -1% | -0.6 | -9% | -11% | 12% | 7% | 4% | -24%
CCN(CCCNC(=O)CC(C(=O)N1CCc2ccccc21)n1ccnc1)c1ccccc1 (stereo not drawn)
→ nt | 11% | -1.7 | -6% | 7% | 0% | 21% | -10% | -8%
CSCCC(NC(=O)c1cccc(C)c1)C(=O)OCC(=O)Nc1c(C)nn(-c2ccccc2)c1C (stereo not drawn)
→ -1 | -9% | -2.8 | -6% | -3% | 4% | 37% | -10% | -5%
C=CCN(C(=O)c1csnn1)C(C(=O)NC1CCCC1)c1ccccc1 (stereo not drawn)
→ -2 | 10% | 0.1 | 13% | -2% | 6% | -2% | 14% | -1%
Cn1c(O)c(N=NC(=N)N)c2ccccc21
→ -2 | -10% | -0.2 | -32% | 9% | -4% | 9% | -2% | 1%
CCOc1ccc(C=NC23CN4CN(CN(C4)C2)C3)cc1
→ 6 | -5% | 3.7 | -11% | 2% | 0% | ? | -29% | -3%
CN(C)S(=O)(=O)c1ccc(C(=O)Nc2ccc3nc(N4CCOCC4)sc3c2)cc1
→ 5 | -5% | 4.5 | 1% | -4% | 0% | nt | -4% | -2%

# Bioassay records: PubChem BioAssay, National Center for Advancing Translational Sciences (NCATS)
